Screens (PubChem)
GALK inh = inhibitors of human galactokinase. P51570. Purified GALK, Kinase-Glo residual ATP luminescence. Potency, µM (highest dose often 57.5 µM), for inactives: at the highest dose activity change, negative = inhibition, usual class: inhibitors. 0.007% of 270,000 active. AID 1868; also: potency is read from the fitted curve at half-maximal effect; % is scaled to controls: 0 for no effect and ±100 for the full control effect
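Galactose (100 uM) and ATP (35 uM) were turned over by 5 nM GALK for 1 h at RT. Kinase-Glo Plus then converted the remaining ATP into a luminescent signal.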
MLL CXXC-DNA inh = inhibitors of human MLL CXXC domain-DNA interaction; Q03164; MLL-CXXC / FITC-HOXA9 DNA fluorescence polarization; Potency, µM (top dose mostly 115 µM), without a hit: at the highest dose activity change, negative = inhibition, most hits filed as inhibitors; 0.037% of 290,000 active; active = well fitted inhibition curve with a large enough effect in the polarisation, with a control signal flat, not every such curve was filed as active; inconclusive = small, poorly fitted or top-dose-only effect, or effect the other way, or a change in a side signal; inactive = no such curve, though single readings can be large or run the other way; the % refers to the polarisation; also: potency is read from the fitted curve at half-maximal effect
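Steps: dispense CXXC domain solution (7 uM) → pin compounds or unlabeled HOX-A9 DNA control → 5 min ambient → add FLSN-HOX-A9 solution (50 nM) → spin → 30 min ambient → fluorescence polarization. Tris pH 7.5/NaCl/DTT/BSA buffer.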
Chronic BCR inh = chronic active BCR signaling inhibition. ABC-DLBCL IkBa-CBG/CBR reporter, luminescence ratio, 4 h. Potency, µM (top dose mostly 46.1 µM), for inactives: top-dose ratio change, negative = lower green/red ratio, hits mostly inhibitors. 0.05% of 340,000 active; active = well fitted inhibition curve with a large enough effect in the signal ratio, with a control signal flat, not every such curve was filed as active; inconclusive = small, poorly fitted or top-dose-only effect, or effect the other way, or a change in a side signal; the % refers to the signal ratio;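 also: potency is read from the fitted curve at half-maximal effect; plate controls were basal doxycycline-induced cells for no effect and cells given 10 µM MG132 for full effect; MG132 reads +100%, hits lower the ratio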
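Compounds up to 46 uM were incubated four hours with TMD8 cells whose green CBG68 luciferase is fused to IkappaBalpha; red CBR luminescence normalised the signal, and concentration-effect curves were fitted to fusion, red and ratio data.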
TCR activator = T cell receptor activation | 330,000 tested, under 10 active | Potency, µM (titrated, usually from 9.22 µM), for the others: top-dose activation of IL-2 secretion, most hits filed as activators | primary human leukocytes, anti-CD3, IL-2 HTRF, 48 h; also: % of control where 0% means no effect
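Primary human leukocytes incubated 48 hr with anti-CD3 beads plus compound, without co-stimulation. Secreted IL-2 measured by HTRF (europium cryptate/d2 anti-IL-2 pair, 320 nm excitation, 665 nm emission).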
Tb PFK block = blocks T. brucei phosphofructokinase. O15648. T. brucei PFK, ADP-Glo luminescence. 0.17% of 330,000 active. Potency, µM (doses to about 57.5 µM), for inactives: top-dose activity, negative = inhibition, usual class: inhibitors. AID 485367;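 also: potency is read from the fitted curve at half-maximal effect; 0% = uninhibited 1x PFK enzyme wells and -100% = no-enzyme wells; nearly all actives have a fitted effect of over 60% in size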
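1.25 nM PFK with 0.5 mM F6P and 0.1 mM ATP in 0.1 M TEA pH 8.0, 5 mM MgCl2, incubated 45 min at room temperature; ADP measured by ADP-Glo luminescence; compounds titrated up to 57 uM.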
TSHR antagonist = blocks TSH signaling through the human TSH receptor | P16473 | TSHR-expressing cells, TSH-stimulated cAMP HTRF, 2 h; hits give low values | activity change, negative = inhibition, % at 11.5 µM | 0.2% of 330,000 active | AID 504810;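 active = activity change below a set negative limit, meaning inhibition stronger than a set level, cut at about -70% in these data; inconclusive = activity change between two set negative limits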; also: % is scaled to controls: 0 for no effect and ±100 for the full control effect
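Competitive HTRF cAMP read-out (cryptate anti-cAMP antibody, cAMP-d2; 30 min, room temperature) in freshly harvested TSHR cells. Compounds added before TSH at EC80 (4nM final), followed by 2 hours' incubation at 37 deg C.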
KCNH2 WT inh = KCNH2 (human, wildtype) channel inhibition. activity change, % at 1.84 µM. U2OS, BacMam KCNH2, thallium flux FluxOr; hits give low values. 0.37% of 340,000 active. AID 720551. Q12809;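 active = maximum activity change below -70%; inconclusive = maximum activity change between -70% and -50%; inactive = maximum activity change above -50%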; also: % is scaled to controls: 0 for no effect and ±100 for the full control effect
Target sequence (Q12809 whole entry, looked up): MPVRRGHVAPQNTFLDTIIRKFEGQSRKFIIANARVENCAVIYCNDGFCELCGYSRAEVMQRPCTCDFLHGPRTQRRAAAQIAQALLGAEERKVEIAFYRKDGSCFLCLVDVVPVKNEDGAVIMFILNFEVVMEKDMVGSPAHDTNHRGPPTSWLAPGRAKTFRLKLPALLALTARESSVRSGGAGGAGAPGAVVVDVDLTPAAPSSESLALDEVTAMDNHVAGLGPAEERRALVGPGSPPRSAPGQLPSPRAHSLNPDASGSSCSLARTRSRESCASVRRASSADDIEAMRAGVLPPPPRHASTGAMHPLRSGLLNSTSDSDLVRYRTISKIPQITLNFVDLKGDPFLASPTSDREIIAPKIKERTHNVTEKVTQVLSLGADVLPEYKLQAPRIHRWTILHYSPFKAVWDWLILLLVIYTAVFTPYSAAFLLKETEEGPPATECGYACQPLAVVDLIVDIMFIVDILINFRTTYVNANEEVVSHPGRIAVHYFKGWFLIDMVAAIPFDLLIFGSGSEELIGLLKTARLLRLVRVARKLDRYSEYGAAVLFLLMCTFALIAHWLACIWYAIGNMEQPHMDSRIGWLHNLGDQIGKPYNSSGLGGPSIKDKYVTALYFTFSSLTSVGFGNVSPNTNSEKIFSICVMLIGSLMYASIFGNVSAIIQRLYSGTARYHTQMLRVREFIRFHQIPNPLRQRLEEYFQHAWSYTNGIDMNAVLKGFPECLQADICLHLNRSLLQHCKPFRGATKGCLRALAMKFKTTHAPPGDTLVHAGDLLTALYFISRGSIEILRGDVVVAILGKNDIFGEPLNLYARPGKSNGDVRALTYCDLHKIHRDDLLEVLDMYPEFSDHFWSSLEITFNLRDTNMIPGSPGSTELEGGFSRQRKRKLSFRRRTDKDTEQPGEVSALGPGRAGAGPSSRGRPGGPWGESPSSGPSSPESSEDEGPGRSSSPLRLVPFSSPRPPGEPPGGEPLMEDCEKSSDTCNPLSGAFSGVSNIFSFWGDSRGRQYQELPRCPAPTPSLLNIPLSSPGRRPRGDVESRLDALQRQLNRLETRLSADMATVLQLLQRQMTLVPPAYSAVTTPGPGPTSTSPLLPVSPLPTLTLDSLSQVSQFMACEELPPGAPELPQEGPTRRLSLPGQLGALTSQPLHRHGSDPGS
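U2OS cells transduced with wild-type KCNH2 virus are loaded with FluxOr dye for 45 min, and thallium flux is measured in kinetic reads before and after stimulation buffer. Rate constants are normalized to DMSO controls.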
Coupling enz = coupling enzyme interference in Giardia aldolase counter-screen; 0.67% of 290,000 active; coupling enzyme system counterscreen, AmpLite Red fluorescence; activity change, negative = inhibition, % at 58.2 µM, hits read low; in the data active = activity change below about -30%; also: % is scaled to controls: 0 for no effect and ±100 for the full control effect
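Fluorescence at 525 nm excitation and 598 nm emission measured inhibition of the coupled detection system without aldolase. Compounds (at 57.5 uM final) were preincubated 10 min at room temperature with coupling enzyme reagent before a 20 min substrate/AmpLite Red step.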
Giardia killer = Giardia lamblia killing. Giardia lamblia trophozoite viability. activity change, % at 7.66 µM, hits read low. 0.15% of 340,000 active; in the data active = activity change below about -80%; inconclusive = between about -30% and that limit;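 also: parasites exposed to compound for two days anaerobically before the ATP read; % is scaled to controls: 0 for no effect and ±100 for the full control effect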
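Luminescence from cellular ATP indicates surviving trophozoites (100 cells/well) following 48 hrs anaerobic compound treatment at 37 deg C; signal develops 15-30 min at room temperature.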
AT treatment = potential ataxia-telangiectasia treatments restoring KAP-1 phosphorylation; AID 485349; 0.19% of 320,000 active; […] A-T fibroblasts, KAP-1 phosphorylation AlphaLISA; neocarzinostatin DNA damage 30 min before lysis; Potency, µM (doses to about 57.5 µM), without a hit: at the top dose activation, usual class: activators; also: potency is read from the fitted curve at half-maximal effect; % of control where 0% means no effect; nearly all actives have a fitted effect of over 45% in size
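hTERT-immortalized A-T patient fibroblasts ([…]), 500 cells/well in OPTI-MEM, 1% FBS, got compounds for 60 min, then NCS for 30 min at 37C. Lysates were then assayed for phospho-KAP-1 by AlphaLISA (anti-pKAP1 donor, anti-KAP1 acceptor beads), 6 hr at 25C.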
The depositor's hits bear a star; ? = inconclusive; . = not tested or not shown; [ ] = remark or other dose. Unless noted, calls follow the shape of the dose curve; as a rule, active = well fitted curve in the direction sought with a large enough effect; inconclusive = small, poorly fitted or top-dose-only effect, or another doubt; inactive = no such curve, though single readings can be large; an effect the other way counts as inactive or inconclusive.

SMILES | GALK inh | MLL CXXC-DNA inh | Chronic BCR inh | TCR activator | Tb PFK block | TSHR antagonist | KCNH2 WT inh | Coupling enz | Giardia killer | AT treatment
NCCCC[C@H]1CNC(=O)C(=O)N1CCc1cc(C(F)(F)F)cc(C(F)(F)F)c1 | 0% | -2% | 2% | -2% | -4% | 7 | 6 | 3 | -20 | -10%
O=C(CSc1nnc(CNC(=O)c2cccs2)o1)c1ccc(Cl)cc1 | 0% | 6% | ? | 1% | 1% | -9 | 18 | 3 | 17 | -2%
CN(C)c1ccc(/C=C(/NC(=O)c2ccccc2Cl)C(=O)NCCN2CCOCC2)cc1 | 6% | 25% | 0% | 6% | -2% | -30 | 2 | 3 | 1 | -8%
Cn1cccc1C(=O)OCC(=O)NCCCc1ccccc1 | . | . | 1% | -8% | -1% | . | 0 | . | 4 | -6%
CC(=O)c1ccc(N(CC(=O)NC2CCCC2)C(=O)CCC(=O)Nc2cc(C)on2)cc1 | -1% | -1% | 4% | -2% | -12% | -1 | -7 | -1 | -2 | -13%
COc1ccc(C(=O)C[n+]2cccc(C)c2C)cc1[N+](=O)[O-] | 2% | 0% | 4% | -6% | -2% | 11 | 5 | 2 | 1 | -7%
CCOC(=O)CSc1nnc(NC(=O)c2ccco2)s1 | 6% | -4% | ? | 11% | -2% | 11 | . | 0 | -9 | 6%
C[C@H](CO)N1C[C@H](C)[C@@H](CN(C)S(=O)(=O)c2ccc(F)cc2)Oc2c(NC(=O)Nc3ccc(C(F)(F)F)cc3)cccc2C1=O | . | . | ? | -4% | 4% | -16 | 12 | . | 14 | -7%
COc1ccc(S(=O)(=O)c2ccc(OCC3CO3)cc2)cc1 (stereo not drawn) | -3% | 11% | -9% | 9% | -2% | 0 | -10 | 1 | 3 | 4%
Cc1cc(=O)n2[nH]c(N)c(N=Nc3ccccc3)c2n1 | 3% | 9% | ? | -2%[46.1 µM] | -1% | -1 | 0 | 1 | 11 | -10%
Cc1onc(-c2ccccc2)c1C(=O)N/N=C(\N)COc1ccc(Cl)cc1 | 0% | -5% | -1% | 1% | -3% | 2 | 0 | 1 | -1 | 1%
S=C(NCc1ccccc1)N/N=C/c1cccs1 | 0% | -3% | 1% | . | -2% | 0 | -19 | 0 | 15 | 10%
COc1ccc(/C=N/N2CCN(C)CC2)cc1OC | 3% | 2% | 4% | -2% | -4% | 7 | 1 | 6 | 9 | 2%
O=C(COc1ccc(-c2nnc(N3CCCCC3)c3ccccc23)cc1)N1CCCCC1 | 0% | 4% | 4% | 2%[46.1 µM] | 0% | -10 | 0 | 8 | 46[activator] | 5%
O=C(NC1CCCCC1)c1ccc(COc2ccccc2)o1 | . | . | 5% | -5% | -3% | -18 | -8 | . | 24 | 6%
C=CCn1c(=O)/c(=C/c2cc(OC)c(OC)c(OC)c2)s/c1=C(/C#N)c1nc2ccccc2n1C | 1% | ? | 9% | 3% | -3% | 9 | ? | 1 | 36[activator] | -5%
CCOc1ccc(C(CC(=O)O)NC(=O)c2cccs2)cc1 (stereo not drawn) | . | 11% | 4% | -1% | 0% | 18 | 0 | 1 | -19 | -1%
O=C(CSc1nnc(CNc2ccc(F)cc2)n1CC1CCCO1)Nc1ccccc1 (stereo not drawn) | -1% | 18% | ? | 11%[46.1 µM] | -4% | 8 | 13 | 0 | -9 | .
COCCn1c(SCC#N)nnc1-c1ccc([N+](=O)[O-])cc1 | -1% | 5% | 2% | -3% | -5% | -2 | -8 | -2 | -16 | -2%
CC(C)c1ccccc1NC(=S)NC1CCN(Cc2ccccc2)CC1 | 3% | 4% | 0% | 1%[46.1 µM] | 9% | -2 | 16 | -1 | -18 | -3%
O=C(O)CCSc1nnc(SCC(=O)NC2CCS(=O)(=O)C2)s1 (stereo not drawn) | . | . | 4% | 0% | -1% | -3 | 4 | . | 16 | -6%
CCc1ccccc1NC(=O)CN1CCN(CC(=O)NCc2ccc(Cl)cc2)CC1 | . | . | -3% | 1% | -1% | -2 | 6 | . | -5 | 1%
Cc1cc([N+](=O)[O-])nn1CC(=O)Nc1cccc2nonc12 | 5% | 1% | 0% | . | -10% | 15 | -4 | -16 | -2 | 2%
COCC(C)n1c(C)cc(C(=O)COC(=O)CN=C2NS(=O)(=O)c3ccccc32)c1C (stereo not drawn) | 1% | -6% | -1% | -1%[46.1 µM] | -3% | 14 | -37 | 5 | -1 | .
O=C(CCNS(=O)(=O)c1ccccc1)OCC(=O)c1ccc(Cl)cc1 | . | . | 17% | -1% | -3% | 5 | 7 | . | 5 | 8%

Continued, overlapping the part above by three compounds.
SMILES | GALK inh | MLL CXXC-DNA inh | Chronic BCR inh | TCR activator | Tb PFK block | TSHR antagonist | KCNH2 WT inh | Coupling enz | Giardia killer | AT treatment
Cc1cc([N+](=O)[O-])nn1CC(=O)Nc1cccc2nonc12 | 5% | 1% | 0% | . | -10% | 15 | -4 | -16 | -2 | 2%
COCC(C)n1c(C)cc(C(=O)COC(=O)CN=C2NS(=O)(=O)c3ccccc32)c1C (stereo not drawn) | 1% | -6% | -1% | -1%[46.1 µM] | -3% | 14 | -37 | 5 | -1 | .
O=C(CCNS(=O)(=O)c1ccccc1)OCC(=O)c1ccc(Cl)cc1 | . | . | 17% | -1% | -3% | 5 | 7 | . | 5 | 8%
COc1ccc([C@@H]2CC=C(C(=O)O)[C@H](c3ccc(C)cc3)N2S(=O)(=O)c2ccc(C)cc2)cc1OC | . | . | 11% | 1% | 1% | -16 | 8 | . | -25 | 14%
COCCCC1CCN(C(=O)C2CCC(=O)N(C3CCCC3)C2)CC1 (stereo not drawn) | 6% | -1% | -11% | 5% | 0% | 17 | -9 | . | -4 | 9%
CCN(CC)S(=O)(=O)c1ccc(N2CCOCC2)c(NC(=O)C2COc3ccccc3O2)c1 (stereo not drawn) | 4% | 14% | 0% | 2% | -7% | -13 | 5 | -1 | 7 | -1%
CCCCCCCCNCCS(=O)(=O)NN1CCOCC1 | . | . | -1% | -4%[46.1 µM] | 2% | 16 | 9 | . | -1 | 2%
S=C(N/N=C1\CCc2ccccc21)NC1CCCCC1 | 6% | -18% | -9% | -4% | 6% | -5 | . | -1 | -17 | 2%
CC(=O)N1CCN(c2ccc(C(N)=O)cc2[N+](=O)[O-])CC1 | 1% | 12% | -5% | 6% | 3% | -3 | 5 | 0 | -11 | 1%
C[C@H]1CNC(=O)C(=O)N1C[C@H](Cc1ccc(O)cc1)NC(=O)CC12CC3CC(CC(C3)C1)C2 | . | -4% | -22% | 0% | 1% | 7 | -11 | 0 | -7 | 5%
CC(C)CNC(=O)c1ccc2c(c1)C(=O)N(Cc1ccco1)C2=O | 4% | -8% | 3% | 2% | 3% | -8 | 1 | 0 | 9 | 3%
Cc1ccc(/C=[N+](\[O-])c2ccc(N(C)C)cc2)c2nsnc12 | 8% | -3% | 10µM* | 16% | -5% | -8 | -2 | -41* | 7 | -10%
COC(=O)c1c(NC(=O)Cc2ccccc2)sc(C)c1C | -3% | 3% | ? | -28% | 0% | 0 | 0 | 3 | 1 | 20%
COC(=O)c1cccc(COC(=O)c2ccccc2NC(=O)c2ccco2)c1 | -2% | -1% | 2% | 1% | 1% | 11 | -1 | 3 | 17 | 5%
O=C(OCCN1C(=O)c2ccccc2C1=O)c1ccco1 | 0% | 24% | 2% | -6%[46.1 µM] | -2% | -1 | -2 | -1 | -2 | 5%
Cc1ccc2oc(C(=O)N(Cc3ccncc3)CC3CCCO3)c(C)c2c1 (stereo not drawn) | -5% | 0% | 0% | 1% | -7% | 4 | 4 | . | 4 | 7%
Cc1cc(C)n2c(SCC(=O)Nc3ccccc3)nnc2n1 | 3% | -5% | -5% | 4% | -2% | 5 | -5 | 0 | -18 | 7%
CC(OC(=O)CCN=C1NS(=O)(=O)c2ccccc21)C(=O)Nc1ccc(S(N)(=O)=O)cc1 (stereo not drawn) | . | . | 1% | 7% | 0% | 1 | -1 | . | -3 | 10%
Cc1ccc(OCC(O)CN2CCN(c3ccc(C)cc3)CC2)cc1 (stereo not drawn) | -1% | 3% | -1% | 1% | 3% | -2 | 37 | 0 | 18 | 13%
CC1CC(C)CN(C(=O)COC(=O)c2cc([N+](=O)[O-])ccc2N2CCOCC2)C1 (stereo not drawn) | . | . | -16% | -4% | 5% | 5 | 4 | . | -3 | -11%
OCCNCCOc1ccccc1-c1ccccc1 | 0% | 0% | 0% | -6% | -2% | 4 | -9 | 1 | -4 | -1%
Cc1ccc(S(=O)(=O)Nc2cccc(C(=O)NCC(c3ccc(F)cc3)N3CCOCC3)c2)cc1 (stereo not drawn) | . | . | -6% | -3% | 10% | -9 | 5 | . | 33[activator] | 0%
CC(C)(C)OC(=O)N1CCC(C(=O)N2CCCCCC2)CC1 | 0% | -3% | ? | -5%[46.1 µM] | 1% | 3 | 2 | 4 | -8 | 4%

This is a random part of the collection; overall some 1.6% were active at least once.
